# Cav32 inh – human Cav3.2 channel inhibition, primary screen. O95180. Cav3.2-expressing cells, Fluo-4 calcium fluorescence FDSS; stronger effect = lower value. B-score at 10 µM. actives 4% (n = 100,000). AID 449739;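 active means single-dose well whose peak fluorescence ratio is a statistical outlier from its plate by either plate-standardised score or position-corrected B-score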
# Target sequence (O95180 whole entry, looked up): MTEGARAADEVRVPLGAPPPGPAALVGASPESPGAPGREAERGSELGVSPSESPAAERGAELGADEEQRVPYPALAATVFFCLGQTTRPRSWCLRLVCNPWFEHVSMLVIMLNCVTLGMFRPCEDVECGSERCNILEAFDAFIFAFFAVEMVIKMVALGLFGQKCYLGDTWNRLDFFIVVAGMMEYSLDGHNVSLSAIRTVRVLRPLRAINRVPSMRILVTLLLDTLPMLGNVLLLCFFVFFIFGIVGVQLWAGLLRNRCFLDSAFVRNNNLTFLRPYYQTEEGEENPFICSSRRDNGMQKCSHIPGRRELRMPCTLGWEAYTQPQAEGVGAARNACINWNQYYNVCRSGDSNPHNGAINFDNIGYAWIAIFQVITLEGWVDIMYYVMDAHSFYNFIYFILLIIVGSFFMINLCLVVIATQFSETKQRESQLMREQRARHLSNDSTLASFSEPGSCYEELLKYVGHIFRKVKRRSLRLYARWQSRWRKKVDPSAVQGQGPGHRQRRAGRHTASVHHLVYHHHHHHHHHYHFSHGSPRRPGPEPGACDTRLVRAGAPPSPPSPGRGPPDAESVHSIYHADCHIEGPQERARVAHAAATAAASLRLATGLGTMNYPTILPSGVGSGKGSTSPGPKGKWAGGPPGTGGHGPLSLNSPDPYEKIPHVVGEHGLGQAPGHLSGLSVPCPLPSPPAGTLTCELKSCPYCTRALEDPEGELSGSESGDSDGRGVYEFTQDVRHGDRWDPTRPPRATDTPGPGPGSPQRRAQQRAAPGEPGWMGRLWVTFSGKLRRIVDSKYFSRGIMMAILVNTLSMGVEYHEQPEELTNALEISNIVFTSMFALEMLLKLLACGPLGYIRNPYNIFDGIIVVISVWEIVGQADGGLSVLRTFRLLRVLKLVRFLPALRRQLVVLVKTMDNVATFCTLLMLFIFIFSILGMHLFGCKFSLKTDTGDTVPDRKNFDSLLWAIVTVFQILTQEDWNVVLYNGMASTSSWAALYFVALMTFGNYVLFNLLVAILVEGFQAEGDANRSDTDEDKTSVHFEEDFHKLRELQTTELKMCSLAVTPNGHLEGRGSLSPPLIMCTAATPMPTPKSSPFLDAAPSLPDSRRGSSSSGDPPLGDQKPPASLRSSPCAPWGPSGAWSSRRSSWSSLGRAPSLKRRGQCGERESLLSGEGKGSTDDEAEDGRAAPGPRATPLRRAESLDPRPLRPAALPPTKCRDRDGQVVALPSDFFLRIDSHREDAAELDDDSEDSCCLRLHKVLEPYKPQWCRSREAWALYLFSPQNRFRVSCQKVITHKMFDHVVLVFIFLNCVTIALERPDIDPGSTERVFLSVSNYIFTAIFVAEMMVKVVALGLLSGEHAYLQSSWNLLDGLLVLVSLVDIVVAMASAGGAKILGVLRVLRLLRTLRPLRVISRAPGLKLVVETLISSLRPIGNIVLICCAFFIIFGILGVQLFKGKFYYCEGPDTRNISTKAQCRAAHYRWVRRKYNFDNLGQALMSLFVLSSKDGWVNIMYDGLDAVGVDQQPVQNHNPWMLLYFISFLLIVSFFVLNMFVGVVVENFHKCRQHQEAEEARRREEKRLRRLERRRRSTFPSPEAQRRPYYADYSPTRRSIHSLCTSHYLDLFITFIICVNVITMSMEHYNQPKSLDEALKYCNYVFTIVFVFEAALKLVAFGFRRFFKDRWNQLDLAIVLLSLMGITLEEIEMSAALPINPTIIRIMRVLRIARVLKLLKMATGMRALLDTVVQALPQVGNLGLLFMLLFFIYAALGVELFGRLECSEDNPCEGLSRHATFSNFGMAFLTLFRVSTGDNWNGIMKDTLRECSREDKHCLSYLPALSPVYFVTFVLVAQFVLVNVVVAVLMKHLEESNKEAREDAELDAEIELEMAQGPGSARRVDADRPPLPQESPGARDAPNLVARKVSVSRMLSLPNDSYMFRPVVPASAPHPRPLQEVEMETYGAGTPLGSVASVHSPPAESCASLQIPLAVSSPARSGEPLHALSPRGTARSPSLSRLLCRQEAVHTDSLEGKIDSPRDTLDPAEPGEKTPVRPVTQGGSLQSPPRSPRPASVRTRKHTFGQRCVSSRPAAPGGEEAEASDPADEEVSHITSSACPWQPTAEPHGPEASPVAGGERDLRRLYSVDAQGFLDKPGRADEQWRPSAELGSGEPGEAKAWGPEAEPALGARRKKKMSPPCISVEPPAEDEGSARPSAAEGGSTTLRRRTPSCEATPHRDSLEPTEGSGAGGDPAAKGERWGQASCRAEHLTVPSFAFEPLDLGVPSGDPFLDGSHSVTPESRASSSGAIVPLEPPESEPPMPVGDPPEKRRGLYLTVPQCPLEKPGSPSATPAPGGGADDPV
# Numbers without * were called inactive; & = joins results of further samples.
Cav32 inh | SMILES
0.84 | COc1cc(C(=O)OCC(=O)NC2CCCC2)cc(NC(=O)c2ccco2)c1OC
0.52 | Cc1cnc(NC(=O)CSc2nnc(Cc3ccccc3)n2C)s1
-1.4 | CCCSc1nc2c(cnn2-c2ccc(C)cc2)c(=O)[nH]1
-3.7 | CCN(C(=O)c1ccc2c(Cl)c3c(nc2c1)CCC3)c1ccc(C)c(C)c1
-0.21 | CCOC(=O)c1[nH]c2cc3c(cc2c1CCCN1C(=O)c2ccccc2C1=O)OCCO3
0.17 | O=C(O)Cn1cc(/C=C2/NC(=O)N(c3ccc(Cl)cc3)C2=O)c2ccccc21
-0.87 | C#Cc1ccc([C@H]2C=C(C(=O)N3CCN(Cc4ccccc4)CC3)O[C@@H](OCC)[C@@H]2CCCO)cc1
0.65 | CCN1CCN(CCn2c(=S)[nH]c3ccccc3c2=O)CC1
-0.11 | Cc1cccc(NS(=O)(=O)Cc2ccccc2)n1
-0.16 | COc1ccccc1NC(=O)c1ccccc1SC

Cav32 inh | SMILES
-2 | O=c1[nH]c(Nc2ccccc2Cl)cc2ccccc12
0.37 | Cc1cc(CC(=O)O)c(C)cc1CC(=O)O
-2.2 | COc1ccc(C(=O)CC(c2ccccc2)C2CCCCC2=O)cc1 (stereo not given)
-3.3* | COc1ccc(CNC(=O)C2CCCN(S(=O)(=O)c3cc(C)ccc3OC)C2)cc1 (stereo not given)
-0.33 | COc1ccc(CCNC(=O)CSc2nnc(CNC(=O)c3cccs3)o2)cc1OC
-8.8* | CCC(=O)Nc1cc(NC(=O)CSc2ncc(-c3ccc(F)cc3)n2Cc2ccco2)ccc1C
-0.52 | OCCNC(=S)NC1CCCCC1
-0.75 | CCOC(=O)c1ccc2[nH]c(C)cc(=O)c2c1
0.66 | CC(=O)Cc1nsc(NC(=O)c2ccc(Br)o2)n1
-2.4 | CN(C(=O)COc1nnc(-c2cccs2)c(-c2cccs2)n1)c1ccccc1

Cav32 inh | SMILES
0.0054 | CCN(CC)c1ccc(/C=N/NC(=O)OC)c(O)c1
-0.41 | CCOC(=O)C1CCN(C(=O)c2ccc(OCC)c(OCC)c2)CC1
0.3 | CCC(C)NCCCOc1cc(Cl)ccc1Cl (stereo not given)
-0.42 | CCN1C(=O)c2ccccc2S(=O)(=O)c2ccc(C(=O)NCc3cccnc3)cc21
-0.93 | CCN(CC)CCSc1nc(O)c(C(C)C)c(=O)[nH]1
-0.011 | O=C(Cn1cc2c(n1)CCCCC2)NCCCN1CCOCC1
-0.013 | Cc1oc2cc(OCC(=O)O)ccc2c(=O)c1Oc1ccccc1
0.11 | Cc1cc2c(=O)n(NC(N)=O)c(C)nc2s1
2.2 | Cc1nnc(SCC(=O)N2CCN(S(=O)(=O)c3ccccc3)CC2)n1Cc1ccccc1
-0.96 | CCCCOC(=O)CSC1=C(C#N)C(c2ccccc2OC)C(C#N)C(=O)N1 (stereo not given)

Cav32 inh | SMILES
-3.6 | O=C(Nc1cnn(C23CC4CC(CC(C4)C2)C3)c1)c1cnn2c(C(F)(F)F)cc(-c3ccco3)nc12
0.85 | COc1ccc(NC(=O)C23CCC(C)(C(=O)O2)C3(C)C)cc1 (stereo not given)
-0.096 | CCCS(=O)(=O)NCCc1cc2ccc(OC)cc2[nH]c1=O
-1.1 | Cn1c(SCC(=O)N2CCN(c3ccccc3)CC2)nnc1-c1ccccc1
-2.6 | CS(=O)(=O)N(CC(=O)N1CCN(c2ccc(F)cc2)CC1)c1ccc(F)c(Cl)c1
1.1 | CCOc1ccc(Cc2nc(C)c(CC(=O)N3CCCCC3)c(=O)[nH]2)cc1
0.7 | CN1C(=O)C(O)(C2COC(C)(C)CC2=O)c2ccccc21 (stereo not given)
-0.028 | CCCCn1c(SCC(=O)Nc2ccc3c(c2)OCO3)nc2c1c(=O)n(C)c(=O)n2C
0.83 | Cc1[nH]nc2c1C1(CCN(C(=O)c3ccccc3)CC1)C(C#N)=C(N)O2
-0.49 | CCOC(=O)/C(C(N)=NCCCO)=C(/O)c1ccccc1

Cav32 inh | SMILES
0.84 | CCOC(=O)c1cc(C)sc1NC(=O)c1ccc(Cl)s1
-1.4 | Cn1c(NCc2ccco2)nc2c1c(=O)n(Cc1ccc(Br)cc1)c(=O)n2C
-9.9* | CCCCc1nc2ccccc2c(=O)n1NC(=O)c1c(O)c2c(n(CC(C)C)c1=O)CCCC2
1.2 | COCCNC(=O)CSc1nc(-c2ccccc2)cs1
0.84 | Cc1cc(C)n(-c2nnc3n2N=C(c2c[nH]c4ccccc24)CS3)n1
-0.16 | Cc1ccc2nc(SCC(=O)c3cc(C)n(C)c3C)[nH]c2c1
-0.64 | Cc1ccccc1-c1nnc(NC(=O)c2cc3ccccc3oc2=O)s1
0.34 | CCCCn1cc(SCC(=O)O)c2ccccc21
0.061 | CCOC(=O)C1=C(C)Nc2nc(=S)[nH]n2C1c1ccc(Cl)cc1 (stereo not given)
-1.5 | CSc1cccc(NC(=O)/C=C/c2ccc(Cl)cc2)c1

Cav32 inh | SMILES
-0.52 | COc1cc(/C=N/NC(=O)c2ccoc2C)cc(OC)c1OC
-0.34 | CC1(C(=O)NCc2ccccc2)Oc2ccccc2NC1=O (stereo not given)
0.58 | Cc1ccc(C(CC(=O)O)C2CCOC(C)(C)C2)cc1 (stereo not given)
0.61 | CC(C)c1nnc(N2C(=O)c3oc4ccccc4c(=O)c3C2c2ccco2)s1 (stereo not given)
0.43 | NC(=O)C1CCN(C(=O)COc2cccc3ccccc23)CC1
0.2 | CCOC(=O)c1[nH]c2ccc(C)cc2c1N
-0.0021 | CCC(CC)C(=O)NCCc1cc2ccc(C)cc2[nH]c1=O
-1.2 | Cc1ccc(C(=S)NCS(=O)(=O)c2ccc(C)cc2)cc1
-1 | CCCCS(=O)(=O)c1sc2nc3c(cc2c1N)CCCC3
-3 | Cc1c(C(=O)OCC(=O)c2c(N)n(CC(C)C)c(=O)n(C)c2=O)oc2ccccc12

# A few values from the entries so far:
# CCCCS(=O)(=O)c1sc2nc3c(cc2c1N)CCCC3 in Cav32 inh is listed with -1
# CCC(CC)C(=O)NCCc1cc2ccc(C)cc2[nH]c1=O in Cav32 inh is listed with -0.0021

# Remaining list, next part:
Cav32 inh | SMILES
-4.6* | CCOC(=O)c1cc(C(C)(C)C)oc1CNC(=O)c1c(C)oc2c1CCCC2
-0.0061&0.49 | CN(C)CCOC(=O)C1(c2ccccc2)CCOCC1
0.51 | Cc1ccc2nc3c(cc(C(=O)NCC4CCCO4)c(=N)n3CCCOC(C)C)c(=O)n2c1 (stereo not given)
0.19 | O=C(O)c1cnn(-c2ccccc2)c1-n1cccc1
0.1 | CNC(=O)c1nn(-c2ccc(Cl)cc2)ccc1=O
-1.5 | Cc1nc(-c2ccccc2)cc(N2CCCC2)n1
-3 | CCOC(=O)c1cnc(-n2nc(C)cc2C)nc1N(CC)CC
-1.3 | Cn1c(=O)c2c(ncn2CC(COCc2ccccc2Cl)OCc2ccccc2Cl)n(C)c1=O (stereo not given)
0.32 | COc1ccc(NC(=O)c2ccco2)c(NC(=O)Cc2cccs2)c1
0.0089 | COc1cc(/C=N/NC(=O)CNC(=O)c2ccc3c(c2)OCCO3)ccc1O

Cav32 inh | SMILES
-1.7 | Cc1ccc(S(=O)(=O)NC(=O)Nc2cc(C)ccc2F)cc1
-0.56 | O=C(OCC#Cc1c(COC(=O)c2ccccc2)nnn1Cc1ccccc1)c1ccccc1
-0.042 | Cc1ccc(/C=N/n2nnnc2N)o1
-0.49 | O=C(Nc1ccccc1-c1nc2ccccc2s1)c1cccnc1Cl
0.4 | CC12CCC(=O)N1C(C(=O)Nc1cccc3ccccc13)CS2 (stereo not given)
1.1 | COc1nnc(-c2ccc(N3CCCCC3)c(NC(C)=O)c2)c2ccccc12
-0.87 | CCOC(=O)C1C(=O)CC(C)(O)C(C(=O)OCC)C1c1ccc(N(CC)CC)cc1 (stereo not given)
-3.7 | COc1ccccc1-n1cnc2cc(NCc3cccs3)ccc21
-0.3 | O=C(CSCC(=O)c1ccccc1)Nc1ccccc1Cl
-0.77 | O=C(CSc1ccc2nnc(-c3ccncc3)n2n1)Nc1ccccc1F

# Some of the entries so far, with tabs:
SMILES	Cav32 inh
O=C(Nc1ccccc1-c1nc2ccccc2s1)c1cccnc1Cl	-0.49
CC12CCC(=O)N1C(C(=O)Nc1cccc3ccccc13)CS2 (stereo not given)	0.4
COc1nnc(-c2ccc(N3CCCCC3)c(NC(C)=O)c2)c2ccccc12	1.1
CCOC(=O)C1C(=O)CC(C)(O)C(C(=O)OCC)C1c1ccc(N(CC)CC)cc1 (stereo not given)	-0.87

# Continuation:
Cav32 inh | SMILES
0.014 | COC(=O)c1cc2occc2n1CC(=O)Nc1ccc(OC)c(OC)c1OC
-1.4 | CCOc1ccc(NS(=O)(=O)c2ccc(NC(=S)NC(=O)CC(C)C)cc2)cc1
1.1 | CC(=O)c1ccc(OCc2ccccc2)c(C)c1O
0.48 | CCOC(=O)c1c[nH]c2c(Cl)c(Cl)ccc2c1=O
-1.8 | N#Cc1nc(COc2ccc(-c3ccccc3)cc2)oc1NCc1cccnc1
0.17 | COc1ccc(N2CCN(C(=O)COc3ccccc3)CC2)cc1
-2.7 | N#CC1=C(N)Oc2cc(O)ccc2C1c1ccccc1 (stereo not given)
-0.14 | O=C(NC1CCCCC1)C(c1ccccc1)N1CCCC1 (stereo not given)
-0.73 | COc1ccc(N2CCN(S(=O)(=O)c3ccc4c(c3)CCCC4)CC2)c([N+](=O)[O-])c1
0.84 | CC(C)OCP(=O)(c1ccccc1)c1ccccc1

Cav32 inh | SMILES
0.7 | Cc1cc(C)c(NC(=O)CC(C)(C)C)c(Cl)c1
0.029 | COC(=O)Nc1ccccc1C(=O)N1CCCCC1
-0.028 | CCOC(=O)N1CCN(C(=O)c2cnn(-c3ccccc3)c2NC(=O)c2ccccc2F)CC1
0.1 | CCN1CCN(CC(=O)n2c3c(c4ccccc42)CC(C)CC3)CC1 (stereo not given)
-0.1 | Cc1ccc(/C=N/c2sc3c(c2C#N)CCC3)o1
0.11 | COc1cc(CC(=O)Nc2nccs2)cc(OC)c1OC
1.1 | COC(=O)C(NC(C)=O)(Nc1nc2ccc(S(C)(=O)=O)cc2s1)C(F)(F)F (stereo not given)
-0.03 | Cc1nc(N)nc(-c2ccccc2O)n1
0.77 | CCOC(=O)C1=C(C)N(c2ccc(C)c(C)c2)C(=O)/C1=C\c1ccco1
-1.3 | COc1ccc(/C=N/NC(=O)Cc2csc(Nc3cccc(C(F)(F)F)c3)n2)c(OC)c1

Cav32 inh | SMILES
0.25 | CCCOc1ccc(C(=O)NCCO)cc1
-0.67 | CC(=O)Nc1ccc(S(=O)(=O)N2CCN=C2C)cc1
-1.9 | COc1ccc(S(=O)(=O)NCCc2ccc(F)cc2)cc1
-1.6 | Cc1ccc(N(CC(=O)NCc2ccc(F)cc2)S(=O)(=O)c2cccs2)cc1
-3.7 | COc1ccccc1N1CCN(C(c2ccccc2)c2nnnn2CCc2ccccc2)CC1 (stereo not given)
-0.68 | NC(=O)[C@@H]1CC2(CC(c3cccc(NC(=O)[C@@H]4CCC(=O)N4)c3)=NO2)CN1C(=O)Cc1ccc([N+](=O)[O-])cc1 (stereo not given in full)
-0.36 | Cc1nc(CS(=O)(=O)c2ccccc2)cc(N2CCOCC2)n1
0.41 | O=C(c1ccccc1)N1CCN(C2CC3CCC2C3)CC1 (stereo not given)
0.55 | C/C(Nc1cccc(F)c1)=C(/C#N)C(N)=O
0.2 | O=C(NCc1ccc2c(c1)OCO2)c1cc2c(s1)CS(=O)(=O)C2

# Reprinted at random: 6 entries already listed, in no set order.
Cav32 inh | SMILES
0.2 | O=C(NCc1ccc2c(c1)OCO2)c1cc2c(s1)CS(=O)(=O)C2
0.25 | CCCOc1ccc(C(=O)NCCO)cc1
-0.36 | Cc1nc(CS(=O)(=O)c2ccccc2)cc(N2CCOCC2)n1
-0.67 | CC(=O)Nc1ccc(S(=O)(=O)N2CCN=C2C)cc1
-1.9 | COc1ccc(S(=O)(=O)NCCc2ccc(F)cc2)cc1
-3.7 | COc1ccccc1N1CCN(C(c2ccccc2)c2nnnn2CCc2ccccc2)CC1 (stereo not given)

# Continuation:
Cav32 inh | SMILES
-1.4 | O=C(c1ccccc1)c1ccc(N2CCOCC2)c(F)c1
0.86 | O=S(=O)(c1ccccc1F)N1CCN(Cc2nc3ccccc3[nH]2)CC1
-0.14 | Fc1cccc(C2NC(=S)NC3=C2N2CCC3CC2)c1 (stereo not given)
0.85 | CCCOc1ccccc1C(=O)NCCCC(=O)O
0.28 | Cc1cc(NC(=O)COC(=O)C2CCCN2C(=O)c2cccs2)no1 (stereo not given)
0.084 | N#CC12C(N)=NC3(OCCO3)C1(C#N)C1=C(CCC1)NC2c1ccccc1 (stereo not given)
1.4 | O=C(O)C1C2C=CC(O2)C1C(=O)NC1CCCc2ccccc21 (stereo not given)
-0.12 | CCN1CCN(S(=O)(=O)c2cc(C)c(OC)cc2C)CC1
0.047 | COC(=O)/C=C/c1cc(F)ccc1S(=O)(=O)NC(C)(C)C
-1.4 | N#Cc1ccc(C23CC4(C2)[C@H](CN(Cc2ccc(-c5ccccc5)cc2)[C@@H]4c2ccccc2)C3c2ccccc2)cc1 (stereo not given in full)

Cav32 inh | SMILES
-1.9 | Cc1ccc(-c2noc(CN3CCN(C(c4ccccc4)c4ccccc4)CC3)n2)cc1
0.36 | CC(=O)Nc1ccc(S(=O)(=O)NCC2CCC(C(=O)N3CCCCCC3)CC2)cc1 (stereo not given)
-0.032 | O=C(Cn1cnc2ccccc21)NCCCN1CCOCC1
0.44 | CCCNS(=O)(=O)c1ccc(OCC(=O)Nc2ccc3c(c2)OCCO3)cc1
-0.48 | CC(C)(C)OC(=O)N1CCC2(CC1)Oc1ccc(Cl)cc1C(=O)C21CC(c2ccc(Cl)cc2)=NO1 (stereo not given)
0.41 | CC(=O)Nc1ccc(N2CCOCC2)c(C(=O)Nc2cccc(C)c2)c1
-1.6 | O=C(Nc1cccc(Cl)c1)OCc1cncs1
0.4 | CC(C)CC(=O)Nc1ncnc2c1C(=O)CC(C)(C)C2
-1.1 | O=C1c2ccccc2C(=O)C12OC(c1ccccc1)C1(C(=O)c3ccccc3C1=O)C2c1cccc([N+](=O)[O-])c1 (stereo not given)
0.33 | O=[N+]([O-])c1cc(Cl)ccc1NCCNc1ncc(C(F)(F)F)cc1Cl
-1.6 | CCOc1nc(C)ccc1-c1noc(-c2ccccc2OC)n1
1.5 | O=C(c1ccco1)N(Cc1ccco1)c1ccc(O)cc1

# Not all compounds are listed, so the mix of outcomes need not match the whole.
